# NSD2 inh = NSD2 histone methyltransferase inhibitors, primary screen, biochemical, AlphaScreen, single concentration, set 2. NSD2 peptide methylation, 120 min. 310,000 tested, 0.54% active. inhibition, % at 12.5 µM; in the data active = inhibition above about 50%
# MITF TRPM1 HTS = activators of MITF-driven TRPM1 promoter reporter, primary screen, cell-based, SK-MEL-5, luciferase, single point; SK-MEL-5 TRPM1-promoter luciferase, 24 h; % of positive control, neutral wells = 0; activation, % at 12.5 µM; 300,000 tested, 0.75% active; AID 588334, 2011;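 active = mean activation of at least 80% with every replicate also reaching 80%; inconclusive = mean reaches 80% but some replicate falls short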;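 also: 0% = neutral control wells and 100% = parthenolide positive control wells; values of inactives mirror those of a sister screen read the other way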
# Wnt act = Wnt/beta-catenin pathway activators, primary screen, cell-based, plate reader, single point. Wnt/beta-catenin reporter cell assay, activator. activation, % at 9.35 µM. 300,000 tested, 1.2% active; in the data active = activation above about 30%, passing the limit was not always enough; inconclusive = no clear call, values can overlap the other calls;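 also: 0% = neutral control wells and 100% = positive control wells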
# dFosB activator = activators of delta FosB homodimer, primary screen, biochemical, fluorescence polarization, TAMRA-CDK5 oligo, single point; Protein FosB (Mus musculus), P13346; purified delta FosB; percent of positive-control signal above neutral wells; activation, % at 25 µM; 340,000 tested, 0.99% active;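 active = mean activation above about 17%, with every replicate also reaching it, limit read from the data, passing the limit was not always enough; inconclusive = only one of the two conditions met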;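 also: fluorescence polarization rise as delta FosB binds a TAMRA Cdk5 AP-1 oligo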
# Target sequence (P13346 whole entry, looked up): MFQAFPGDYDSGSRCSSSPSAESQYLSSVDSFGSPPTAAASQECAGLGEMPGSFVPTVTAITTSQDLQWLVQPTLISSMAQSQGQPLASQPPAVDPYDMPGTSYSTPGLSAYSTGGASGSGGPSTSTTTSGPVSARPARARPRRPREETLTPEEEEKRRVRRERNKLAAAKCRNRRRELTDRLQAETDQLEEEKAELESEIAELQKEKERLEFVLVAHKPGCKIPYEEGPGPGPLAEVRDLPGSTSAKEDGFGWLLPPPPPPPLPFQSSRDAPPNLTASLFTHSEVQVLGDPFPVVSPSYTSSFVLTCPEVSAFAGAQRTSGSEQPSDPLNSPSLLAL
# HTR5A ag ctr = HTR5A agonists in luminescence cell assay, primary screen, counter-screen for OPRM1-OPRD1 heterodimer agonist project, full-deck HTS | activation, % at 9.3 µM | 340,000 tested, 0.61% active | AID 504692, 2011 | 5-hydroxytryptamine receptor 5A (Homo sapiens), P47898 | cell-based; in the data active = activation mostly above about 9.5%, no sharp cut-off; inactive = mostly below about 7.6%;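 also: 0% = cells with vehicle only and 100% = reference agonist; strong numbers were not always called active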
# PvdQ inh = P. aeruginosa PvdQ acylase inhibitors, primary screen, biochemical, fluorescence, plate reader and imaging, single point | PvdQ acylase [Pseudomonas aeruginosa LESB58] | purified PvdQ acylase | inhibition, % at 10 µM | 340,000 tested, 0.063% active; in the data active = inhibition above about 30%, passing the limit was not always enough; inconclusive = no clear call, values can overlap the other calls;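 also: 0% = vehicle neutral wells and 100% = reference inhibitor wells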
# HTR5A inv ag = HTR5A inverse agonists in luminescence cell assay, primary screen, counter-screen for OPRM1-OPRD1 heterodimer inverse agonist project, full-deck HTS; 340,000 tested, 0.083% active; 5-hydroxytryptamine receptor 5A (Homo sapiens), P47898; inhibition, % at 9.3 µM; HTR5A cell line, inverse agonism; in the data active = inhibition mostly above about 23%, no sharp cut-off; inactive = mostly below about 18%;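 also: 0% = cells with DMSO and 100% = no-cell wells with DMSO; some compounds called inactive have numbers as strong as hits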
# SR-BI DiI inh = inhibitors of SR-BI mediated HDL lipid uptake, primary screen, ldlA[mSR-BI] cells, fluorescence, single point; ldlA[mSR-BI] CHO cells, DiI-HDL uptake fluorescence, 3 h; inhibition, % at 12.5 µM; 320,000 tested, 0.96% active; AID 488896, 2010;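 active = mean replicate inhibition of at least 70% and a set share of replicates each scoring 70 or more; inconclusive = meets just one of the two criteria; inactive = fails both criteria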;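 also: 0% = median of neutral control wells and 100% = median of positive control wells; values of inactives mirror those of a sister screen read the other way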
# Target sequence (Q61009 whole entry, looked up): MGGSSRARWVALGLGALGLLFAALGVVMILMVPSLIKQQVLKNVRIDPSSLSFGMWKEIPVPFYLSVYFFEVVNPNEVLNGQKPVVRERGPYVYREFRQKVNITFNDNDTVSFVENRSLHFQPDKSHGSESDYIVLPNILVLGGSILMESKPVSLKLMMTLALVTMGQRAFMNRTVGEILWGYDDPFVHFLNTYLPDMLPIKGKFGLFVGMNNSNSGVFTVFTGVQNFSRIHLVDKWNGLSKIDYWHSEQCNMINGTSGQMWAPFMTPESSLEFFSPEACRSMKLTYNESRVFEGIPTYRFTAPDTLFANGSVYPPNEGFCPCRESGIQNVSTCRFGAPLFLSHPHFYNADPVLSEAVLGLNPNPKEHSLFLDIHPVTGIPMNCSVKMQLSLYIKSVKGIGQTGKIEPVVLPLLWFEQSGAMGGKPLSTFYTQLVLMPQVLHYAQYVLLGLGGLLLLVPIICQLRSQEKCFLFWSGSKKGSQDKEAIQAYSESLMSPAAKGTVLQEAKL
# V-ATPase pHluor = regulators of yeast V-ATPase proton pumping, primary screen, pHLuorin cytosolic pH fluorescence. AID 504577, 2011. response, % at 10 µM. S. cerevisiae. 350,000 tested, 0.37% active; in the data active = response mostly above about 7.3%, no sharp cut-off; inactive = mostly below about 5.4%; also: actives read high; inactives centre near 0; some compounds called inactive have numbers as strong as hits; reference of the scale not given here
# CDK5 inh = inhibitors of human CDK5/p35 kinase, primary screen, biochemical, single concentration. Cyclin-dependent kinase 5 (Homo sapiens) + Cyclin-dependent kinase 5 activator 1 (Homo …. Recombinant CDK5/p35, ADP-Glo luminescence, 60 min. inhibition, % at 10 µM. 330,000 tested, 0.01% active;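 active = highest replicate inhibition of at least 50% and at least 75% of replicates reaching 50%; inconclusive = only one of the two criteria met; inactive = both criteria failed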;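 also: plate controls were DMSO neutral control for no effect and GW8510 at 10 µM for full effect; many of its hits are not listed in these tables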
# An asterisk follows results filed as active; ? = inconclusive; nt = no result given.
SMILES,NSD2 inh,MITF TRPM1 HTS,Wnt act,dFosB activator,HTR5A ag ctr,PvdQ inh,HTR5A inv ag,SR-BI DiI inh,V-ATPase pHluor,CDK5 inh
COc1cc2ncnc(NCc3cccs3)c2cc1OC,-2,43,0,-1,-1,-2,3,-16,0,-2.7
CCCCNC(=O)C1CCCN1S(=O)(=O)c1cccc2nsnc12 (stereo not drawn),nt,5,3,2,1,-5,-5,5,5,-2.2
O=C(O)C1CCN(C(=O)Cc2ccccc2)CC1,-3,-8,3,-2,0,3,0,-20,-2,0.8
CCN(CC)C(=O)C1CCCN(c2ccc([N+](=O)[O-])cc2/C=N/NC(=O)c2cccc(O)c2)C1 (stereo not drawn),-2,-10,nt,-12,-8,-12,2,30,6,1.6
COc1ccc(-c2noc(-c3ccccc3F)n2)cc1,nt,33,14,-11,12,23,-32,-3,1,0.8
COc1cc(C(O)P(=O)(OC(C)C)OC(C)C)cc(OC)c1OC (stereo not drawn),-1,-5,-6,6,-3,-9,8,0,-1,-0.2
CC(C)CCN=CC1=C(O)CC(c2ccccc2)CC1=O (stereo not drawn),-3,0,-2,3,-1,-6,2,-5,0,3.3
CNC(=O)C1CC(=O)N/C(=N/N=C(\C)c2cccs2)S1 (stereo not drawn),-5,-14,2,5,0,-9,0,-11,1,0.1
COc1cc(/C=N/N=C2/NC(=O)C(CC(=O)O)S2)ccc1OCc1ccc(Cl)cc1 (stereo not drawn),4,60,nt,-1,-2,-9,5,-2,-4,0.7
Cc1ccc(C(=O)N2CCN(c3ccc(C(F)(F)F)cn3)CC2)c(C)c1,-3,-10,nt,-12,2,-6,-4,-16,-1,-2.0
O=C(COc1ccc(S(=O)(=O)N2CCCC2)cc1Cl)NC1CCCC1,-2,-10,nt,-10,1,-12,-15,-20,-2,1.5
COc1ccc(CCNC(=O)CCCCn2c(=O)[nH]c3ccccc3c2=O)cc1OC,-4,0,-1,-2,2,-4,-6,nt,0,1.9

# Nothing new here: 2 of the compounds above.
SMILES,NSD2 inh,MITF TRPM1 HTS,Wnt act,dFosB activator,HTR5A ag ctr,PvdQ inh,HTR5A inv ag,SR-BI DiI inh,V-ATPase pHluor,CDK5 inh
O=C(COc1ccc(S(=O)(=O)N2CCCC2)cc1Cl)NC1CCCC1,-2,-10,nt,-10,1,-12,-15,-20,-2,1.5
COc1ccc(CCNC(=O)CCCCn2c(=O)[nH]c3ccccc3c2=O)cc1OC,-4,0,-1,-2,2,-4,-6,nt,0,1.9

# Going on with the list.
SMILES,NSD2 inh,MITF TRPM1 HTS,Wnt act,dFosB activator,HTR5A ag ctr,PvdQ inh,HTR5A inv ag,SR-BI DiI inh,V-ATPase pHluor,CDK5 inh
COCCCNC(=S)NCCNc1nc2cc(C)cc(C)c2cc1C#N,-1,0,-1,-7,1,-14,-2,35,2,-0.4
CC(=O)c1ccc(Oc2cc(C(F)(F)F)cnc2C(N)=O)cc1,-6,2,-2,-1,3,-6,-7,11,-1,-2.1
O=C(N/N=C/c1ccc2c(c1)OCO2)c1ccc(COc2cccc3cccnc23)cc1,1,nt,3,?,-2,-10,-49,76*,0,-4.1
COc1ccc(N2CCN(c3nc4ccc(C)cn4c(=O)c3C=O)CC2)cc1,5,5,-8,3,-6,-6,16,-5,2,-0.4
COC(=O)CS(=O)(=O)c1cc([N+](=O)[O-])ccc1NC(=O)OC,-1,6,-1,-3,-10,-13,12,-29,3,3.4
CN(c1ccc(F)cc1)S(=O)(=O)c1ccc(Cl)c(C(=O)NC2(C)CCS(=O)(=O)C2)c1 (stereo not drawn),-1,-2,2,-5,-4,-9,10,5,-2,0.6
O=C(CCCO)CCCCCCCCC[C@H]1N[C@H](CO)[C@@H](O)[C@@H]1O,nt,9,-3,-3,-4,-12,11,2,3,0.3
Cc1nnc(SCc2ccc(F)cc2Cl)s1,-1,72,nt,-8,1,9,-1,-23,4,-0.8
CCCCn1c(N)c(N(CCOC)C(=O)c2cccc(S(=O)(=O)N(C)c3ccccc3)c2)c(=O)[nH]c1=O,-2,0,-5,-1,0,-9,0,2,7,0.8
CC(=O)Nc1ccc(NC(=O)CSc2nnc(C3CC3)n2-c2ccccc2)cc1,nt,1,-3,-2,2,-12,-5,11,4,0.4
C=CCNc1cc(F)ccc1S(=O)(=O)NCC=C,nt,5,-1,7,1,-4,-4,-3,-4,0.1
O=C(CCN1C(=O)C2C3C=CC(C3)C2C1=O)N1CCCCC1 (stereo not drawn),0,-2,-1,1,-5,-10,12,-20,4,0.3

# Entries above that bear a hit mark in SR-BI DiI inh:
Molecule	NSD2 inh	MITF TRPM1 HTS	Wnt act	dFosB activator	PvdQ inh	SR-BI DiI inh	V-ATPase pHluor	CDK5 inh
O=C(N/N=C/c1ccc2c(c1)OCO2)c1ccc(COc2cccc3cccnc23)cc1	1	nt	3	?	-10	76*	0	-4.1

# The list goes on:
SMILES,NSD2 inh,MITF TRPM1 HTS,Wnt act,dFosB activator,HTR5A ag ctr,PvdQ inh,HTR5A inv ag,SR-BI DiI inh,V-ATPase pHluor,CDK5 inh
COc1cccc2sc(=NC(=O)CS(=O)(=O)c3ccc(F)cc3)n(C)c12,-8,11,-3,-2,6,-15,-15,-1,6,-0.1
CC(=O)Oc1ccc(N2C(=O)CC(N3CCOCC3)C2=O)cc1 (stereo not drawn),-3,nt,1,0,-1,-6,0,-14,-4,-0.5
CCOc1ccc(-c2n[nH]c(C)c2-c2ccccn2)c(O)c1,-1,6,-1,-5,-1,2,-10,nt,1,3.1
COc1nc(N2CCCCCC2)nc(N2CCCCCC2)n1,-6,nt,nt,0,2,2,-26,-11,4,-2.3
Cc1ccc2c(CC(=O)N3CCN(c4ccccc4)CC3)coc2c1,8,-16,0,-2,-2,2,6,1,0,0.2
O=C(CBr)Nc1c2c(nn1-c1ccccc1)CSC2,-1,-5,-1,2,0,1,-1,-1,11*,-0.2
O=S(=O)(c1ccccc1F)N1CCN(Cc2cc3c(cc2Br)OCCO3)CC1,-1,-6,0,-12,4,-10,4,-26,-5,-1.5
COCCN(C(=O)COC(=O)COc1ccc2ccccc2c1)c1c(N)n(Cc2ccccc2)c(=O)[nH]c1=O,-2,7,4,19*,-3,-6,9,-8,2,0.1
OCC1(Cc2ccccc2Cl)CCN(C/C=C/c2ccccc2)CC1,4,26,-3,-4,6,1,1,nt,-1,0.5
CCOC(=O)N1CCN(C(=S)NC(=O)c2cncc(Br)c2)CC1,-2,-6,5,-7,-1,2,3,-69,0,-0.6
COc1cc2cc(C(=O)N3CCc4ccccc4C3)[nH]c2cc1OC,-2,6,-1,-12,0,-12,12,34,4,1.9
CC(C)c1nnc(NC(=O)c2cccnc2)s1,-1,-1,nt,-6,-1,2,2,-32,3,1.1

# Grouped by structure: those above containing a thiophene ring, fused or not.
SMILES,NSD2 inh,MITF TRPM1 HTS,Wnt act,dFosB activator,HTR5A ag ctr,PvdQ inh,HTR5A inv ag,SR-BI DiI inh,V-ATPase pHluor,CDK5 inh
COc1cc2ncnc(NCc3cccs3)c2cc1OC,-2,43,0,-1,-1,-2,3,-16,0,-2.7
CNC(=O)C1CC(=O)N/C(=N/N=C(\C)c2cccs2)S1 (stereo not drawn),-5,-14,2,5,0,-9,0,-11,1,0.1

# 2 compounds from above, showing only HTR5A inv ag, HTR5A ag ctr and PvdQ inh.
SMILES,HTR5A inv ag,HTR5A ag ctr,PvdQ inh
COCCN(C(=O)COC(=O)COc1ccc2ccccc2c1)c1c(N)n(Cc2ccccc2)c(=O)[nH]c1=O,9,-3,-6
CCOc1ccc(-c2n[nH]c(C)c2-c2ccccn2)c(O)c1,-10,-1,2

# (list continues)
SMILES,NSD2 inh,MITF TRPM1 HTS,Wnt act,dFosB activator,HTR5A ag ctr,PvdQ inh,HTR5A inv ag,SR-BI DiI inh,V-ATPase pHluor,CDK5 inh
CC1(C)C(=O)OC(C(=O)c2ccccc2)C(C)(C)C1=O (stereo not drawn),0,-6,-12,-2,-1,-8,3,-14,2,0.5
c1ccc(CNc2nc(CN3CCOCC3)nc3scc(-c4ccccc4)c23)cc1,-1,11,-2,-8,3,-5,-7,-6,1,-0.9
N#Cc1nc(-c2ccc(OCc3ccc(Cl)cc3)cc2)oc1N1CCC(C(N)=O)CC1,-3,12,-2,7,-4,2,-5,28,-5,0.3
O=C(Nc1cc(Br)c(O)c(Br)c1)c1cccc(NC(=O)c2ccco2)c1,2,nt,-2,4,1,-2,-4,16,-1,-0.9
O=[N+]([O-])c1ccc(COc2ccc(CN3CCCCC3)cc2)cc1,nt,?,9,5,4,6,-17,-20,0,-0.5
CCS(=O)(=O)c1ncc(CO)n1CCc1ccccc1,0,-12,0,-10,-3,-2,9,2,5,-0.4
CC(CO)NS(=O)(=O)c1ccc(Br)cc1F (stereo not drawn),nt,-2,-3,6,-1,-5,2,10,3,-4.6
CCCc1nnc(NC(=O)CNc2ccc(F)cc2)s1,1,-7,0,-8,3,-12,-9,1,1,1.7
COc1ccc(/C=N/NC(=O)c2cc(C)oc2C)cc1OCc1ccccc1,-2,-11,2,-1,2,-3,5,65,-1,1.0
O=C(Nc1cccc(Cl)c1Cl)C1CCN(c2ncccn2)CC1,-4,2,-5,-1,0,-7,-31,4,0,-0.8
Cc1ccc(N(CC(=O)NCc2ccc3c(c2)OCO3)S(=O)(=O)c2c(C)noc2C)cc1,nt,nt,0,-7,0,-15,6,-28,-2,-2.5
COc1ccc(C(=O)C2CCCN(Cc3nc4ccccc4nc3C)C2)cc1OC (stereo not drawn),0,-2,1,-5,-4,-16,7,35,2,-3.2
O=S(=O)(NCCc1csc(-c2cccnc2)n1)c1ccc2c(c1)OCCO2,nt,nt,-2,2,1,2,-10,-38,6,1.3
O=[N+]([O-])C(/C=C(\Cl)[N+](=O)[O-])=C1N(Cc2ccc(Cl)nc2)CCN1Cc1ccc(Cl)nc1,2,-44,5,-4,-2,8,-3,13,8,0.5
O=C(CO/N=C\c1ccccc1)Nc1ccccc1C(=O)N1CCOCC1,-2,7,nt,-17,0,-5,12,-22,4,-0.1
O=C(c1cc(=O)c2ccccc2o1)N1CCN(c2ccccc2)CC1,-1,5,-1,5,-5,-8,13,-44,-1,0.2
CCOC(=O)C1CCN(C(=O)c2cc3c(=O)n4ccccc4nc3n2C)CC1,2,-3,0,0,-6,2,15,-8,1,-1.5
Cc1cc(C(=O)N2CCCc3ccccc32)ccc1[N+](=O)[O-],6,nt,-1,-1,0,-1,-21,64,2,0.2
CCOc1cc(/C=C2/C(=N)N3C(=NC2=O)SN=C3S(C)(=O)=O)ccc1OS(=O)(=O)c1ccccc1,14,8,nt,-10,1,-3,19,-10,-2,8.4

# Source: PubChem BioAssay (several laboratories)
